Compound activity: PubChem, National Center for Advancing Translational Sciences (NCATS)
TRHR PAM – TRH receptor (human) allosteric enhancement; actives 0.66% (n = 360,000); TRHR cells, fluo-8 calcium fluorescence, EC20 TRH enhancement; AID 493056; enhancement, % at 2 µM; P34981; in the data active = enhancement above about 30%; note: 0% is about no effect
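Enhancer read-out: after compound pinning and an initial kinetic agonist-mode read, an EC20 of TRH (10 nM final) was injected and fluo-8 calcium signal (Ex 480/Em 530) followed at 1 s/cycle for 100 cycles in TRHR-expressing cells.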
Pin1 inhibitor – blocks the human prolyl isomerase Pin1. Q13526. Pin1 FP peptide displacement, HiFluor488, 10 min. Potency, µM (titrated, usually from 115 µM), for the others: at the top dose activity, negative = inhibition, hits mostly inhibitors. actives 0.009% (n = 390,000); active = well fitted inhibition curve with a large enough effect in the polarisation, with a control signal flat, not every such curve was filed as active; inconclusive = small, poorly fitted or top-dose-only effect, or effect the other way, or a change in a side signal; inactive = no such curve, though single readings can be large or run the other way; the % refers to the polarisation; note: potency is the fitted concentration of half-maximal effect; % is set by controls: 0 for no effect and ±100 for the full control effect
Target sequence (Q13526 whole entry, looked up): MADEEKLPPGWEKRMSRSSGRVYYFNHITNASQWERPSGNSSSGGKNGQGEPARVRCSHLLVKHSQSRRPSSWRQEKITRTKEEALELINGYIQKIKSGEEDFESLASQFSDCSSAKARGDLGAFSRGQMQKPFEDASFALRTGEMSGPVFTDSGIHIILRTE
D2 antagonist – antagonizes the human D2 dopamine receptor; P14416; HEK293 TREx D2 cells, calcium flux, dopamine EC80; AID 485344; inhibition, % at 10 µM; actives 2% (n = 340,000); in the data active = inhibition above about 30%; note: 0% is about no effect
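Measurement of antagonist activity uses fluorescent calcium dye in inducible HEK293 T-REx D2 cells: 10 s baseline, compound addition with 180 s read, EC80 dopamine addition with a further 180 s read.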
TrxR1 inh – rat TrxR1 inhibition | Potency, µM (highest dose often 114 µM), for inactives: at the top dose activity change, negative = inhibition, usual class: inhibitors | recombinant rTrxR1, NADPH fluorescence consumption, selenite substrate | O89049 | actives 1% (n = 390,000); note: potency is the fitted concentration of half-maximal effect; % is set by controls: 0 for no effect and ±100 for the full control effect; nearly all actives have a fitted effect of over 65% in size
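Rat TrxR1 (90 nM in the dispensed reagent) was pre-reduced with 400 uM NADPH for 5 min at room temperature, then incubated with compound for 15 min. After 400 uM selenite was added, NADPH fluorescence (Ex 340/Em 450 nm) was followed for 8 min.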
TRHR agonist – TRH receptor (human) agonism | TRHR cells, calcium flux fluo-8, FDSS agonist mode | activation, % at 2 µM | P34981 | actives 0.18% (n = 360,000); in the data active = activation above about 30%; note: 0% is about no effect
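Fluo-8-loaded TRHR cells; 10 s baseline, compound added, kinetic Ca2+ fluorescence read 1/s, agonist mode.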
D2 agonist – D2 dopamine receptor (human) agonism; HEK293 T-REx D2 cells, calcium flux agonist mode; P14416; actives 0.53% (n = 340,000); AID 485358; activation, % at 2 µM;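 active = activation over 3 SD above normal in the single-dose calcium agonist read, cut at about 30% in these data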; note: 0% is about no effect
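Calcium-flux readout, 1 cycle/sec over 180 s following compound pin transfer, in inducible HEK293 Trex D2 cells (force-coupled); dopamine controls included. Positive calcium responses during this window marked compounds as potential agonists.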
USP1 inh – USP1/UAF1 (human) deubiquitinase inhibition | actives 0.23% (n = 390,000) | O94782 | Potency, µM (series often up to 57.1 µM), inactives show at the highest dose activity change, negative = inhibition, actives largely listed as inhibitors | recombinant USP1/UAF1, Ub-Rhodamine cleavage fluorescence; note: potency is the fitted concentration of half-maximal effect; % is set by controls: 0 for no effect and ±100 for the full control effect; nearly all actives have a fitted effect of over 60% in size; inactives centre near -12
Target sequence (O94782 whole entry, looked up): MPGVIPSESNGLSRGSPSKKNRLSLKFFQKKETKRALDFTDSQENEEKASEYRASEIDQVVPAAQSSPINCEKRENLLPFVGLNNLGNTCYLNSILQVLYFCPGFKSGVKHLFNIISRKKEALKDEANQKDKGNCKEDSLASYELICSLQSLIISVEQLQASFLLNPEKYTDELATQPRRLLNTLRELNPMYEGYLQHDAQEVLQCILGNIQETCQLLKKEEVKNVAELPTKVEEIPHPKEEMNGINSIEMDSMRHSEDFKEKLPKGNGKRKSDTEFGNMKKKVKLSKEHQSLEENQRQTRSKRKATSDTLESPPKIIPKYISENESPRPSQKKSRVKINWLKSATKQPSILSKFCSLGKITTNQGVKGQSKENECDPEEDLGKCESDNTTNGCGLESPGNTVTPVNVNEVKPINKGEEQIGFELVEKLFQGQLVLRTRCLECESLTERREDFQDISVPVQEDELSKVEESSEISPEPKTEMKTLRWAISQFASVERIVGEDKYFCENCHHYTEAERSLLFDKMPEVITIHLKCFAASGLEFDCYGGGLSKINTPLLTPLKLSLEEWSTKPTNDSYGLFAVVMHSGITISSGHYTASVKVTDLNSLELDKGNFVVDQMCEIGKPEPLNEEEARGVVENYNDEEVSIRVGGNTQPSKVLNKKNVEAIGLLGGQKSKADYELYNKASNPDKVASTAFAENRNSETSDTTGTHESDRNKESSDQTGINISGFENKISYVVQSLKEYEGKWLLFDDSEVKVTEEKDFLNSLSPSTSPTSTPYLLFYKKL
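Step one: compound is pinned into 1nM USP1/UAF1 in HEPES pH 7.8 buffer with TCEP. Step two: 15 min room-temperature incubation. Step three: Ub-Rho (150nM final) starts cleavage, tracked by fluorescence over six one-minute reads.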
mIDH1 inhibitor – human IDH1 R132H inhibition | O75874 | IDH1-R132H enzyme, NADPH consumption, diaphorase/resazurin fluorescence | actives 0.093% (n = 390,000) | Potency, µM (highest dose often 76.6 µM), for the others: at the highest dose activity change, negative = inhibition, hits mostly inhibitors | AID 602179; note: potency is the fitted concentration of half-maximal effect; % is set by controls: 0 for no effect and ±100 for the full control effect; nearly all actives have a fitted effect of over 65% in size
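IDH1-R132H (0.5 ug/mL dispensed) in pH 7.5 Tris buffer was preincubated 30 min with compound, then given a substrate mix of 0.016 mM NADPH and 2 mM alpha-KG for 80 min at room temperature; remaining NADPH was read by diaphorase/resazurin fluorescence.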
TrxR1 substrate – substrates of rat thioredoxin reductase 1. O89049. Potency, µM (highest dose often 114 µM), inactives show top-dose activity change, negative = substrate turnover. actives 0.01% (n = 390,000). purified TrxR1 substrate turnover, NADPH consumption readout; note: potency is the fitted concentration of half-maximal effect; % is set by controls: 0 for no effect and ±100 for the full control effect; nearly all actives have a fitted effect of over 50% in size
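Rat TrxR1, dispensed at 90 nM, was prereduced with 400 uM NADPH (final) for 5 min at ~22 deg C, then incubated with compound 15 min before 400 uM selenite. A first-read NADPH fluorescence drop versus no-compound background flagged substrates.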
Active calls of the source: *; & = joins results of further samples; [ ] = dose if it differs, or a comment. Unless noted, calls come from the whole dose curve; as a rule, active = well fitted inhibition curve with a large enough effect; inconclusive = small, poorly fitted or top-dose-only effect; inactive = no such curve, though single readings can be large or run the other way. Only part of the results is shown. The share of hits here may be higher or lower than overall.

O=C(NC1CCN(C(=O)Nc2ccc(F)cc2)CC1)c1ccc(F)cc1 was read as TRHR PAM 39*, Pin1 inhibitor -2%, D2 antagonist -8, TrxR1 inh 17%, TRHR agonist -1.3, D2 agonist -1.0, USP1 inh -8%, mIDH1 inhibitor 3% and TrxR1 substrate -1%.
For CCCCc1ccc(NC(=O)C2CCCC2)cc1 the results were Pin1 inhibitor -1%, TrxR1 inh 18%, USP1 inh -20%, mIDH1 inhibitor 7% and TrxR1 substrate -3%.
For CC(=O)c1c(NC(=O)C(C)C)nc(C)nc1-c1ccccc1 the results were TRHR PAM 2, Pin1 inhibitor -3%, D2 antagonist -1, TrxR1 inh 17%[57.1 µM], TRHR agonist -0.1, D2 agonist 1.0, USP1 inh -7%, mIDH1 inhibitor -3% and TrxR1 substrate 9%.
For CCC(C)(C)NC(=O)C(c1ccc(OC)cc1)N(C(=O)CCC(=O)Nc1cc(C)on1)c1ccccc1F (stereo not given) the results were TRHR PAM 13, Pin1 inhibitor 3%, D2 antagonist -24, TrxR1 inh 9%[57.1 µM], TRHR agonist -0.6, D2 agonist -0.7, USP1 inh -21%, mIDH1 inhibitor -4% and TrxR1 substrate -5%.
For COc1ccc(NC(=O)Cn2c(=O)c3ccccc3n3nncc23)c(OC)c1 the results were TRHR PAM 9, Pin1 inhibitor inconclusive, TrxR1 inh 9%, TRHR agonist 0.4, D2 agonist 0.7, USP1 inh -25%, mIDH1 inhibitor -9% and TrxR1 substrate -3%.
CCOC(=O)C1=C(C)NC(=O)NC1c1cc(Br)c(O)c(OC)c1 (stereo not given) was read as TRHR PAM 2, Pin1 inhibitor 7%, D2 antagonist 2, TrxR1 inh 2%, TRHR agonist 0.9, D2 agonist 0.4, USP1 inh -4%, mIDH1 inhibitor 0% and TrxR1 substrate 3%.
For Cc1onc(-c2ccccc2Cl)c1C(=O)Nc1ccc(-c2cn3cccnc3n2)cc1 the results were TRHR PAM 1, Pin1 inhibitor 3%, D2 antagonist -6, TrxR1 inh 164%[activator], TRHR agonist 0.0, D2 agonist 0.4, USP1 inh -8%, mIDH1 inhibitor 7% and TrxR1 substrate 403%[activator].
O=C(NC1=NCCS1)c1cccc2ccccc12 was read as TRHR PAM 1, Pin1 inhibitor 0%, D2 antagonist -18, TrxR1 inh 29%[57.1 µM], TRHR agonist 0.0, D2 agonist 0.0, USP1 inh -1%, mIDH1 inhibitor 7% and TrxR1 substrate 8%[57.1 µM].
For Cc1ccccc1C(=O)N1CCN(c2ncccn2)CC1 the results were TRHR PAM 1, Pin1 inhibitor -10%, D2 antagonist -11, TrxR1 inh 10%[57.1 µM], TRHR agonist 0.3, D2 agonist 0.0, USP1 inh -11%, mIDH1 inhibitor -1% and TrxR1 substrate -5%.
Cc1ccc(C)c(S(=O)(=O)Nc2ccc3c(c2)CCCN3C(=O)c2cccs2)c1 was read as TRHR PAM 0, Pin1 inhibitor 14%, TrxR1 inh 8%[57.1 µM], TRHR agonist -0.8, D2 agonist 0.6, USP1 inh -24%, mIDH1 inhibitor -8% and TrxR1 substrate 4%[57.1 µM].
`CCn1cc(C(=O)OCC(=O)Nc2ccc(C(C)C)cc2)c(=O)c2ccc(C)nc21` gave TRHR PAM 4, Pin1 inhibitor -1%, TrxR1 inh -1%, TRHR agonist -0.8, USP1 inh -5%, mIDH1 inhibitor -5% and TrxR1 substrate -10%.
Screening NC(N)=Nc1nc(-c2ccccc2)c2cc(Cl)ccc2n1 returned TRHR PAM 48*, Pin1 inhibitor 1%, D2 antagonist -17, TrxR1 inh 29%, TRHR agonist 0.1, D2 agonist -0.6, USP1 inh -10%, mIDH1 inhibitor -7% and TrxR1 substrate 13%.
`Cc1cc(C(=O)Nc2ccc(S(=O)(=O)Nc3onc(C)c3C)cc2)c(C)o1` gave TRHR PAM -1, Pin1 inhibitor -12%, D2 antagonist -20, TrxR1 inh inconclusive, TRHR agonist 0.5, D2 agonist 0.7, USP1 inh -12%, mIDH1 inhibitor 6% and TrxR1 substrate -4%.
CN(C1CCCCC1)S(=O)(=O)c1cccc(C(=O)OCC(=O)NC2CCCc3ccccc32)c1 (stereo not given) was read as TRHR PAM 6, Pin1 inhibitor 16%, D2 antagonist -10, TrxR1 inh 5%, TRHR agonist 0.8, D2 agonist 0.5, USP1 inh -13%, mIDH1 inhibitor -4% and TrxR1 substrate -4%.
`O=C(CC(=O)c1ccccc1)CS(=O)(=O)c1ccccc1` gave Pin1 inhibitor 52%[activator], TrxR1 inh -3%[2.29 µM], USP1 inh -12%, mIDH1 inhibitor 1% and TrxR1 substrate -1%[2.29 µM].
CCCN(C(=O)c1cn(C)c(=O)c2ccccc12)c1ccccc1C was read as TRHR PAM -1&1, Pin1 inhibitor -1%&-9%, D2 antagonist -20, TrxR1 inh -21%[57.1 µM], TRHR agonist -0.5&-0.2, D2 agonist -1.0&-0.2, USP1 inh -24%&-17%, mIDH1 inhibitor 5%&-2% and TrxR1 substrate 6%&2%.
NC(=NCCc1ccccc1)c1cccc([N+](=O)[O-])c1 was read as TRHR PAM -3, Pin1 inhibitor -11%, D2 antagonist -1, TrxR1 inh 13%, TRHR agonist 0.6, D2 agonist -0.1, USP1 inh 0%, mIDH1 inhibitor 0% and TrxR1 substrate 3%.
Cn1cccc1CC(=O)NNC(=O)Nc1cccc(Cl)c1 was read as TRHR PAM 2, Pin1 inhibitor 6%, D2 antagonist 1, TrxR1 inh 2%, TRHR agonist -0.7, D2 agonist 0.5, USP1 inh -16%, mIDH1 inhibitor 0% and TrxR1 substrate 9%.
`CCCCc1nn2c(=O)cc(COC(=O)c3ccco3)nc2s1` gave TRHR PAM -4, Pin1 inhibitor -2%, TrxR1 inh 14%[57.1 µM], TRHR agonist 0.5, D2 agonist 0.0, USP1 inh -7%, mIDH1 inhibitor 6% and TrxR1 substrate 0%[57.1 µM].
O=C1CN(C(=O)c2ccccc2C(=O)O)c2ccccc2N1 was read as TRHR PAM 5, Pin1 inhibitor 23%, D2 antagonist -10, TrxR1 inh 9%[57.1 µM], TRHR agonist 1.1, D2 agonist 2.7, USP1 inh -24%, mIDH1 inhibitor 0% and TrxR1 substrate 13%.

Fetched by structure from above:
`O=C(CC(=O)c1ccccc1)CS(=O)(=O)c1ccccc1` gave Pin1 inhibitor 52%[activator], TrxR1 inh -3%[2.29 µM], USP1 inh -12%, mIDH1 inhibitor 1% and TrxR1 substrate -1%[2.29 µM].
CCCN(C(=O)c1cn(C)c(=O)c2ccccc12)c1ccccc1C was read as TRHR PAM -1&1, Pin1 inhibitor -1%&-9%, D2 antagonist -20, TrxR1 inh -21%[57.1 µM], TRHR agonist -0.5&-0.2, D2 agonist -1.0&-0.2, USP1 inh -24%&-17%, mIDH1 inhibitor 5%&-2% and TrxR1 substrate 6%&2%.

The listing continues:
`Cc1ccc(-c2ccc(SCC(=O)Nc3nonc3C)nn2)cc1` gave TRHR PAM 5, Pin1 inhibitor 0%, D2 antagonist 11, TrxR1 inh -11%, TRHR agonist -2.5, D2 agonist 0.3, USP1 inh 7%, mIDH1 inhibitor -4% and TrxR1 substrate -13%.
For N#CCSCC(=O)Nc1ccc(Cl)cc1 the results were TRHR PAM -6, Pin1 inhibitor -2%, D2 antagonist -3, TrxR1 inh 13%, TRHR agonist 0.0, D2 agonist 0.6, USP1 inh -9%, mIDH1 inhibitor 5% and TrxR1 substrate -4%.
For Nc1ccc(OCc2ccccc2)cc1[N+](=O)[O-] the results were Pin1 inhibitor 3%, TrxR1 inh -6%[2.29 µM], USP1 inh -13%, mIDH1 inhibitor 7% and TrxR1 substrate -4%[2.29 µM].
Screening Cc1cc(C(=O)COC(=O)CN(C)S(=O)(=O)c2ccc(Cl)cc2)c(C)n1CC1CCCO1 (stereo not given) returned TRHR PAM -2, Pin1 inhibitor -4%, D2 antagonist -3, TrxR1 inh -9%, TRHR agonist -1.4, D2 agonist 0.1, USP1 inh -16%, mIDH1 inhibitor 1% and TrxR1 substrate -8%.
Cc1n[nH]c(=O)nc1NCc1ccccc1 was read as TRHR PAM -2, Pin1 inhibitor -4%, D2 antagonist 6, TrxR1 inh -1%, TRHR agonist 0.3, D2 agonist 0.5, USP1 inh -13%, mIDH1 inhibitor 12% and TrxR1 substrate -2%.
CCn1cc(C(=O)NCc2cccc(F)c2)c(=O)c2cc(F)c(N3CCN(C(=O)c4ccco4)CC3)cc21 was read as TRHR PAM -13, Pin1 inhibitor 16%, D2 antagonist -8, TrxR1 inh 22%[57.1 µM], TRHR agonist 2.6, D2 agonist 0.1, USP1 inh -14%, mIDH1 inhibitor -1% and TrxR1 substrate 36%[activator][57.1 µM].
For O=C(O)CC(NC(=O)Cc1ccc([N+](=O)[O-])cc1)c1ccc2c(c1)OCO2 (stereo not given) the results were TRHR PAM 5, Pin1 inhibitor -1%, D2 antagonist -15, TrxR1 inh 8%[57.1 µM], TRHR agonist 0.7, D2 agonist -0.1, USP1 inh -14%, mIDH1 inhibitor -2% and TrxR1 substrate -2%.
Cc1ccc(OCC(=O)NC2CCS(=O)(=O)C2)c(C)c1 (stereo not given) was read as TRHR PAM 5, Pin1 inhibitor -14%, D2 antagonist 4, TrxR1 inh 11%, TRHR agonist 0.9, D2 agonist 2.5, USP1 inh -23%, mIDH1 inhibitor 0% and TrxR1 substrate 2%.
`CCn1c(CNC(=O)COC)nc2ccccc21` gave TRHR PAM 13, Pin1 inhibitor 3%, D2 antagonist -2, TrxR1 inh 17%[57.1 µM], TRHR agonist 0.4, D2 agonist 0.1, USP1 inh -20%, mIDH1 inhibitor 23% and TrxR1 substrate 21%[57.1 µM].
OC(COCc1ccccc1)COCc1ccccc1 was read as Pin1 inhibitor 2%, TrxR1 inh -8%, USP1 inh -4%, mIDH1 inhibitor 2% and TrxR1 substrate -6%.
